Screening data: PubChem, National Center for Advancing Translational Sciences (NCATS)
S3 lipid droplet – qHTS Assay for Lipid Storage Modulators in Drosophila S3 Cells; Drosophila S3 cells, BODIPY lipid droplet fluorescence, 18-24 h; cells fed with added oleic acid; Potency in µM for hits, for the others lipid storage change, negative = inhibition, % at the top dose, mostly 46.1 µM; 320,000 tested, 0.64% active; AID 2685, 2010; active = well fitted inhibition curve with a large enough effect in the signal ratio, with a control signal flat, not every such curve was filed as active; inconclusive = small, poorly fitted or top-dose-only effect, or effect the other way, or a change in a side signal; the % refers to the signal ratio
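Drosophila S3 cells loaded with oleic acid (400 uM, as added) and compounds at several concentrations; lipid droplets imaged by 488-nm laser-scanning cytometry, 500–530 nm intensity and object ratio to cell channel. Percent activity normalized to 20 uM Triacsin C.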
S3 lipid droplet cell count max – also measured in S3 lipid droplet; calls as there; cell number change, %; measured here: cell count max response;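 cells counted by Cell Tracker Red CMTPX staining in the red channel; peak over a dose series mostly up to 46.1 µM; percent activity relative to internal control wells on each plate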
* hit, by the source's call; i = inactive; ? = inconclusive; . = no result given. % is scaled to controls: 0 for no effect and ±100 for the full control effect; potency is read from the fitted curve at half-maximal effect.

Under each structure – S3 lipid droplet cell count max	S3 lipid droplet
- Cc1ccc(C)c(N=C2CCCN2Cc2ccccc2)c1C#N
→ -3.4	1.5%
- COc1cccc(-c2nnc(-c3ccc(C(F)(F)F)cc3)o2)c1
→ 9.0	10.7%
- Cc1nc(SCC(=O)Nc2cc(C)on2)c2c3c(sc2n1)CCCC3
→ .	?
- Cc1cc(C(F)(F)F)cc(NNC(=O)NC(=O)c2ccc(Cl)cc2)n1
→ .	?
- CNC(=O)COC(=O)c1ccc2c(c1)S(=O)(=O)c1ccccc1C2=O
→ .	?
- Cc1cc(Cl)ccc1OCCCC(=O)Nc1cccnc1
→ .	?
- COc1ccc(CCNC(=O)c2cc(-c3ccccc3)c(N3CCOCC3)s2)c(OC)c1OC
→ .	?
- COc1ccc(CC(=O)NNS(=O)(=O)c2ccc([N+](=O)[O-])cc2)cc1OC
→ .	?
- O=C(c1ccc2c(c1)OCO2)N1CCN(S(=O)(=O)c2ccc(Cl)cc2)CC1
→ .	?
- CC(=O)c1c(C)oc2ccc(N(C(C)=O)S(=O)(=O)c3ccc(F)cc3C)cc12
→ .	?
- COc1ccccc1CC(=O)Nc1ccc(C(=O)N2CCCCC2)cc1
→ 34.1	16.7%
- S=C1NC2(CCCCC2)N=C1c1ccccc1
→ .	?
- NC(=O)NNc1ncc(C(F)(F)F)cc1Cl
→ .	?
- O=S1(=O)c2ccccc2N=NN1Cc1cc(Cl)cc(Cl)c1
→ .	?
- O=C(CSc1nc2c(c(=O)n1-c1ccc(F)cc1)SCC2)N1CCCC1
→ -5.7	-0.2%
- COc1ccccc1NS(=O)(=O)c1ccc(/C=C/C(=O)O)cc1
→ .	?
- Cc1nc(Sc2ccccc2)c(C#N)cc1-c1ccccc1
→ .	13.4%
- O=C(c1n[nH]c2ccccc12)N1CCN(c2ccc(F)cc2)CC1
→ .	?
- C[C@H](NC(=O)c1cc2cc(Cl)ccc2n1C)C(=O)N[C@@H](Cc1ccccc1)C(=O)O
→ -12.2	i
- COc1ccc(-c2ccc(OC)cc2)cc1
→ .	-8.1%
- O=C(c1nsc(Cl)c1Cl)N1CCCCC1
→ -12.7	2.7%
- CC(=O)Nc1ccc(S(=O)(=O)N2CCN(S(=O)(=O)c3ccccc3)CC2)cc1
→ .	?
- Cc1ccc2c(c1)N(CC(=O)N1CCCCC1)C(=O)CO2
→ -1.3	7.4%
- Cc1cc(C(=O)N2CCCC(C(=O)c3cccc(C(F)(F)F)c3)C2)n[nH]1 (stereo unspecified)
→ .	?
- Cc1cc2c(ncn2C(C)C)c(N)c1C
→ .	?
- Cc1noc(C)c1C(=O)OCC(=O)NCCc1ccc(Cl)cc1
→ .	?
- COCCN(C(=O)COC(=O)/C=C/c1ccc2ccccc2n1)c1c(N)n(Cc2ccccc2)c(=O)[nH]c1=O
→ -3.6	i
- O=C(O)CCC(=O)N1CCc2cc(S(=O)(=O)NCCc3ccc(Cl)cc3)ccc21
→ .	i
- CC1Cc2ccccc2N1C(=O)CSc1nnnn1C (stereo unspecified)
→ .	?
- O=S(=O)(/C=C/c1ccccc1)N1CCc2ccccc2C1
→ 14.1	8.8%
- CCc1[nH]nc(C(=O)N2CCCC(Nc3cccc(F)c3)C2)c1C (stereo unspecified)
→ 0.7	22.4%
- C=CCN(CC=C)CCOc1ccccc1[N+](=O)[O-]
→ .	?
- O=C(CCCN1C(=O)/C(=C\c2cccs2)SC1=S)Nc1cccc(C(=O)O)c1
→ .	?
- COc1ccccc1N1CC(C(=O)NCCC2=CCCCC2)CC1=O (stereo unspecified)
→ 10.3	2.3%
- COC(=O)c1sc(SC)c2c1CC(C)(C)C/C2=N/O
→ .	?
- CN1CCN(C(=O)CCCOc2ccc(Cl)cc2Cl)CC1
→ -18.6	0.1%
- CCOC(=O)C1=C(COC(=O)COc2ccc(OCC)cc2)NC(=O)NC1C (stereo unspecified)
→ .	?
- CC1CCN(C(=O)CSc2ccc(-c3cccnc3)nn2)CC1
→ .	?
- O=C(Nc1nccs1)c1ccccc1Br
→ 3.6	9.0%
- COc1cc(/C=C/C(=O)O)cc(S(=O)(=O)N2CCN(S(=O)(=O)c3ccc(Cl)cc3)CC2)c1OC
→ 5.2	i
- Cc1cc(C(=O)COC(=O)C2=NN(c3ccccc3)C(=O)CC2)c(C)n1CC(F)(F)F
→ -8.8	-11.2%
- N#C/C(=C\c1ccccc1)C(=O)Nc1ccccn1
→ .	?
- COc1ccc(S(=O)(=O)N2CCN(C(=O)c3cc4c(s3)CCCC4)CC2)cc1
→ -9.9	-21.8%
- O=C(NCCc1ccccc1)C(=O)N/N=C/c1ccccc1C(F)(F)F
→ .	?
- Cc1ccccc1NS(=O)(=O)c1cc(C(=O)N2CCCC2)ccc1C
→ .	?
- COc1ccc(C(=O)CN2C(=O)NC3(CCCc4ccccc43)C2=O)cc1OC (stereo unspecified)
→ -4.1	-5.5%
- CN(C(=O)CO/N=C/c1ccc(OC(F)F)cc1)C1CCS(=O)(=O)C1 (stereo unspecified)
→ .	?
- Cc1nnc(C)n1/N=C/c1cccc(Oc2ccccc2)c1
→ -8.8	-10.4%
- CCOC(=O)CN1C(=O)S/C(=C/c2cc(C)n(-c3ccccn3)c2C)C1=O
→ .	?
- Cc1ccc(CCC(=O)Nc2ccc([N+](=O)[O-])cc2Cl)o1
→ .	?
- Cc1ccc(NC(=O)COc2ccc(S(=O)(=O)N3CCOCC3)cc2)cc1
→ -10.3	0.3%
- Cc1cc(C(=O)Nc2ccc(Br)cn2)sc1C
→ 10.7	8.5%
- Cc1ccc(SCCNC(=O)c2ccc(C)c([N+](=O)[O-])c2)cc1
→ -6.2	19.3%
- COc1ccc(-c2csc(NC(=O)c3ccoc3C)n2)cc1
→ .	?
- CCOc1cccc(-c2nnc3sc(-c4cccs4)nn23)c1
→ -18.7	6.0%
- CCCN(CCC)C(=O)/C=C/c1cccc([N+](=O)[O-])c1
→ 2.0	-0.7%
- CCOC(=O)c1[nH]c2ccccc2c1NC(=S)Nc1ccccc1C
→ .	?
- N=c1ccn(Cc2ccc(Cl)cc2)cc1
→ .	?
- O=S(=O)(c1ccccc1)N1CN(Cc2ccc(F)cc2)c2nc3ccccc3nc21
→ .	?
- O=C1CCCN2N=C(SCC(=O)Nc3ccccc3C(F)(F)F)SC2=N1
→ 15.7	22.0%

Part of the list above, in markdown:
| mol | S3 lipid droplet cell count max | S3 lipid droplet |
| --- | --- | --- |
| CCOc1cccc(-c2nnc3sc(-c4cccs4)nn23)c1 | -18.7 | 6.0% |
| N=c1ccn(Cc2ccc(Cl)cc2)cc1 | . | ? |
| O=C(CCCN1C(=O)/C(=C\c2cccs2)SC1=S)Nc1cccc(C(=O)O)c1 | . | ? |

Carrying on:
Under each structure – S3 lipid droplet cell count max	S3 lipid droplet
- CC(OC(=O)c1ccc(NS(=O)(=O)c2cccs2)cc1)C(=O)N(C)C1CCCCC1 (stereo unspecified)
→ -7.7	-8.7%
- Nc1cc(=O)[nH]c(SCC(=O)Nc2ccccc2-c2ccccc2)n1
→ 13.1	-3.4%
- O=C(Nc1ccc(Br)cc1)Nc1cnccn1
→ .	?
- O=C(Cn1nnc(-c2cccs2)n1)NCCc1ccccc1
→ .	-16.9%
- O=C(NCc1ccco1)NC(=O)c1csc([N+](=O)[O-])c1
→ 4.7	-6.9%
- O=C(Nc1ccc([N+](=O)[O-])cc1)Nc1ccc(N2CCOCC2)c2nonc12
→ 1.8	-4.1%
- COc1ccc(N2CCN(C(=O)C3CCN(C(=O)c4ccccc4Cl)CC3)CC2)cc1
→ .	?
- O=C(Nc1ccncc1)c1c(F)c(F)c(F)c(F)c1F
→ 13.2	-11.3%
- CCc1nc2ccc(C(=O)N3CCN(c4cc(C)ccc4C)CC3)cc2nc1CC
→ .	?
- CC(Oc1ccccc1)C(=O)NC1CCSc2ccccc21 (stereo unspecified)
→ .	?
- CCn1c(SCC(=O)c2[nH]c(C)c(C(C)=O)c2C)nnc1-c1ccccc1
→ .	?
- COc1ccc(C(=O)NCC(=O)NCC(=O)OCC(=O)c2ccc(Br)cc2)cc1
→ 3.9	-4.1%
- CC1=CC(=C2C(=O)c3ccccc3C2=O)C=C(C)O1
→ .	?
- Cc1nc2sc(C(c3cccc(F)c3)N3CCC(O)CC3)c(O)n2n1 (stereo unspecified)
→ 2.1	-4.2%
- CCOc1ccccc1NC(=O)Cn1cnc2c(cnn2-c2ccc(C)c(C)c2)c1=O
→ .	?
- C/C(=N\Nc1ccc(F)cc1F)c1ccc(Br)s1
→ .	26.5%
- COc1ccc(S(=O)(=O)N(CC(=O)Nc2ccc(S(=O)(=O)N3CCOCC3)cc2)Cc2ccc(F)cc2)cc1
→ -11.9	7.5%
- CCC(C)(C)NC(=O)C(c1ccc(C)cc1)N(CC1CCCO1)C(=O)c1csnn1 (stereo unspecified)
→ .	?
- CC(CCc1ccccc1)NC(=O)C(Cc1ccccc1)NS(=O)(=O)c1cccs1 (stereo unspecified)
→ .	?
- COc1ccc(S(=O)(=O)NCc2ccccn2)cc1NC(=O)c1ccccc1
→ 6.0	-8.5%
- COc1cc(C(=O)n2nc(C)cc2C)ccc1O
→ 6.4	8.1%
- Cc1ccnc(NC(=O)CCC(=O)c2cccs2)c1
→ 28.7	i
- C=CCNC(=O)c1oc2ccc(S(=O)(=O)N3CCCCC3)cc2c1C
→ .	?
- Cc1ccc(S(=O)(=O)NCc2ccc(C(=O)NCCN(Cc3ccccc3)C(C)C)cc2)cc1
→ .	?
- C=CCn1c(SCC(=O)Nc2ccc(-c3nc4ccc(C)cc4s3)cc2)nnc1-c1ccccc1
→ .	?
- O=P(COCCO)(c1ccccc1)c1ccccc1
→ .	?
- Cc1cccc(CCN2C(N(C)C)=NC[C@@H]2C)c1
→ .	?
- CCCS(=O)(=O)N1CCc2ccc(NC(=O)C3CCCO3)cc2C1 (stereo unspecified)
→ 20.3	-15.4%
- CCN(C(=O)COC(=O)C1CCN(S(=O)(=O)c2ccc(C)c(C)c2)CC1)C1CCS(=O)(=O)C1 (stereo unspecified)
→ .	?
- O=C(CNC(=O)c1cccs1)N/N=C/c1ccccc1[N+](=O)[O-]
→ .	?
- COc1ccc(/C=N/NC(=O)CSCC(=O)Nc2ccccc2)cc1OC
→ -21.9	-24.0%
- Cc1cc(NS(=O)(=O)c2ccc(N)cc2)no1
→ .	13.0%
- Cc1ccc(C)n1C1CCS(=O)(=O)C1 (stereo unspecified)
→ -1.8	-9.1%
- NS(=O)(=O)c1ccc(N=Cc2ccc(Br)s2)cc1
→ .	?
- CC(C)CNC(=O)CC(=O)N/N=C/c1ccc(F)cc1
→ -1.2	-0.5%
- CC(C)(C)NC(=O)CN(Cc1cccs1)C(=O)CNS(=O)(=O)c1ccccc1
→ .	?
- CN1CCN(C2=Nc3c(Cl)cc(Cl)c4cccc2c34)CC1
→ .	?
- COc1ccc(Nc2ncc(F)c(N3CCOCC3)n2)cc1
→ 11.6	7.1%
- Cc1c(N2C(=O)C(=O)/C(=C(/O)c3ccc(Cl)cc3)C2c2ccccc2)c(=O)n(-c2ccccc2)n1C (stereo unspecified)
→ .	?
- CC(C)N1CCc2c(sc(NC(=O)CCS(=O)(=O)c3ccccc3)c2C(N)=O)C1
→ .	?
- COc1cccc(CNC(=O)Cn2cc3c(n2)CCCCC3)c1
→ .	?
- CC(Nc1c([N+](=O)[O-])c(=O)oc2ccccc12)C(Cl)c1ccccc1 (stereo unspecified)
→ .	?
- O=C(NCCCN1CCOCC1)c1sc2cc(Cl)ccc2c1Cl
→ 0.8	28.1%
- Cc1ccc(S(=O)(=O)N2CCCC(c3nc4c(nnn4Cc4ccc5c(c4)OCCO5)c(=O)[nH]3)C2)cc1 (stereo unspecified)
→ .	?
- CC1(C)C(=O)OC(c2cccc([N+](=O)[O-])c2)C2(CCCCC2)C1=O (stereo unspecified)
→ .	?
- O=C(CSc1nnc(COc2ccccc2)o1)NCCc1ccccc1
→ .	?
- O=C(Nc1cc(Br)ccc1O)c1cc(-c2cccs2)on1
→ .	?
- CCOc1ccccc1NC(=O)CSc1nc2cccnc2n1C
→ .	?
- CCC(=O)NC(=S)Nc1ccc(NC(=O)c2ccc(C)c([N+](=O)[O-])c2)cc1
→ .	?
- CCn1ccc2c(OCC(=O)NCCc3ccc(OC)c(OC)c3)cccc2c1=O
→ .	?
- CC(C)(C)NCCOc1ccc(Br)cc1
→ .	?
- COC(=O)c1cc2cc(NS(=O)(=O)c3ccc(C)cc3)ccc2s1
→ .	?
- N#Cc1ccc(NC(=O)COC(=O)C2Cc3ccccc3CN2C(=O)c2ccccc2)cc1 (stereo unspecified)
→ .	?
- O=C(CN1CCC(n2nnc3cc(F)ccc32)CC1)Nc1ccc2c(c1)CCC2
→ .	?
- Cc1ccc(S(=O)(=O)N2CCN(C(=O)C(C)Cn3nc(C)c(C)c3C)CC2)cc1 (stereo unspecified)
→ .	?
- COc1ccc2cc(S(=O)(=O)c3ccccc3)c(=O)oc2c1
→ .	?
- Cc1nn(-c2ccccc2)c(N2CCCC2)c1/C=C1\N=C(c2ccccc2)OC1=O
→ .	?
- O=c1cc(C(F)(F)F)nc(SC/C=C/c2ccccc2)[nH]1
→ 19.6	i
- COc1ccc(NC(=O)Nc2nnc(Cc3ccc(OC)c(OC)c3)s2)cc1
→ .	?
- Cc1ccc2nc(-c3ccc(NC(=O)CN4CCN(c5ccccn5)CC4)cc3)sc2c1
→ 12.6	-3.1%

Continuation:
Under each structure – S3 lipid droplet cell count max	S3 lipid droplet
- CCN(CC)CCCNC(=O)c1cc2c(Cl)nc3ccccc3c2s1
→ 14.1	13.1%
- COc1ccc(CCC(=O)Nc2cccc(S(=O)(=O)N(C)C)c2)cc1OC
→ 15.7	-18.4%
- CCOC(=O)CSc1nc(C)cc2c1C(=O)OC2
→ -4.8	0.2%
- CCCc1cc(C(=O)Nc2ccc(C(=O)OC)cc2)cs1
→ .	?

Some of the compounds tested; count on the stated rates, not on these rows.
